Her2 expr inh: inhibitors of Her2 protein expression, primary screen, SKBR-3 cells, AlphaScreen, 66K library; SKBR-3 HER2 protein level, 18-24 h; stronger effect = lower value; HER2 level % of control, % at 10 µM; Receptor tyrosine-protein kinase erbB-2 (Homo sapiens), P04626; actives 0.69% (n = 65,000);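 active means HER2 level under 5% of the carrier-only control; inconclusive means no clear call, values can overlap the other calls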;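 further: 100% = DMSO carrier and 0% = 500 nM PU-H71 HSP90 inhibitor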
Target sequence (P04626 whole entry, looked up): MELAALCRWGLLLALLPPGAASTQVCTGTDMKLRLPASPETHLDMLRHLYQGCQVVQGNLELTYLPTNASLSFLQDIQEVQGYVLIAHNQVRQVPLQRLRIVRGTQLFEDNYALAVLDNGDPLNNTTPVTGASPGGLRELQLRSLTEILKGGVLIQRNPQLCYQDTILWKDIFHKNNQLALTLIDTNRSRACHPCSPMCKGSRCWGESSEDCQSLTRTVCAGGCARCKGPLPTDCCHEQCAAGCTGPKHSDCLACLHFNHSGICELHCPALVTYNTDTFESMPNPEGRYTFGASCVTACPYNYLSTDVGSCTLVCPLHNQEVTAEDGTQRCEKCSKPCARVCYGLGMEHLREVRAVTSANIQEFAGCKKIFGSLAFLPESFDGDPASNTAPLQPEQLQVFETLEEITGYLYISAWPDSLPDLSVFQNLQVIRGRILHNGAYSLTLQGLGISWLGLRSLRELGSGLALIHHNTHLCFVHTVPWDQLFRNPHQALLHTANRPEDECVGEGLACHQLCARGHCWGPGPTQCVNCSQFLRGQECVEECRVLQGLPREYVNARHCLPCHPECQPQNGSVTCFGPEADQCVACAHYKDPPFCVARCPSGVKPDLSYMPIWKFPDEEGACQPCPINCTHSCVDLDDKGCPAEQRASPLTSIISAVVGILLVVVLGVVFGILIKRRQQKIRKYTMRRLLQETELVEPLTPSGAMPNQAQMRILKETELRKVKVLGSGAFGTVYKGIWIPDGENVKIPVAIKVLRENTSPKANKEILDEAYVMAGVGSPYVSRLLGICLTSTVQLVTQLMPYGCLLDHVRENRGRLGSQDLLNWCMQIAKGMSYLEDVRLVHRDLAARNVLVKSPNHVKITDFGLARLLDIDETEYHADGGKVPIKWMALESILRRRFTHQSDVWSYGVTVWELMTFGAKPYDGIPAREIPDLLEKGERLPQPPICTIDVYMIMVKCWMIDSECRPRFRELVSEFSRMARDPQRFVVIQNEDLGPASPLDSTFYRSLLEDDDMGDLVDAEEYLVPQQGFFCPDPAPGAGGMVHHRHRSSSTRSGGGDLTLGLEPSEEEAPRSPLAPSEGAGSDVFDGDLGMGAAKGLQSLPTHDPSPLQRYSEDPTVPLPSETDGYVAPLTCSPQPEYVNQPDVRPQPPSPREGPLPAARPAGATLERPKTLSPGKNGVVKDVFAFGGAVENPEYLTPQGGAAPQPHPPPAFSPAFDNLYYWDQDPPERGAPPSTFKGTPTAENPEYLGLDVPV
Hsp90 block: tumor Hsp90 inhibitors, primary screen, cell lysate, fluorescence polarization, NCI-N417 lysate | inhibition, % at 30 µM | actives 0.35% (n = 64,000) | Cy3B-geldanamycin FP displacement | AID 429, 2006 | Heat shock protein HSP 90-alpha (Homo sapiens), P07900;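 active means inhibition above 50%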;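 further: 0% = tracer plus lysate wells and 100% = tracer alone without lysate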
ROCK2 inh: inhibitors of human ROCK2 kinase, primary screen, biochemical, high-throughput, luminescence; Rho-associated protein kinase 2 (Homo sapiens), O75116; purified ROCK2, Kinase-Glo ATP depletion luminescence; inhibition, % at 6 µM; actives 0.35% (n = 60,000); AID 604, 2007;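 active means inhibition above the screen-wide mean inhibition plus 3 SD, cut at about 18% in these data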;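 further: plate controls were DMSO wells for no effect and Y-27632 control wells after no-enzyme background subtraction for full effect; many of its hits are not listed in these tables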
A340 absorber: compound light absorbance at 340 nm, profiling panel, artefact control, biochemical, MLSMR library, data from PS, PMK, MK assays; compound absorbance at 340 nm, fold over control; fold change at 10 µM; 65,000 tested, under 10 active;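 active means at 10 µM dose, initial 340 nm absorbance at least 2 fold that of control wells; inactive means change under 2 fold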;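 further: initial absorbance extrapolated from kinetic A340 decline of NADH oxidation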
JNK3 blocker: JNK3 kinase activity inhibitors, primary screen, biochemical, human, purified enzyme. inhibition, % at 8 µM. HTS. AID 746, 2007. actives 0.61% (n = 60,000). Mitogen-activated protein kinase 10 (Homo sapiens), P53779; in the data active means inhibition above about 17%;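 further: 0% = DMSO and 100% = reference inhibitor; many of its hits are not listed in these tables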
Cdc25B block: inhibitors of Cdc25B phosphatase catalytic domain, primary screen, biochemical, OMFP fluorescence; M-phase inducer phosphatase 2 (Homo sapiens), P30305; recombinant Cdc25B, OMFP fluorescence Ex485/Em525; inhibition, %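 (compounds tested at 10 µM final in the well)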; actives 0.1% (n = 65,000); AID 368, 2006; in the data active means inhibition above about 50%
PKA kinase inh: inhibitors of human PKA kinase activity, primary screen, biochemical, ATP-depletion luminescence, Kemptide substrate | cAMP-dependent protein kinase catalytic subunit alpha (Homo sapiens), P17612 | PKA Kemptide phosphorylation, Kinase-Glo ATP luminescence | inhibition, % at 6 µM | actives 0.1% (n = 65,000) | AID 524, 2006;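 active means inhibition above the screen-wide mean inhibition plus 3 SD, cut at about 21% in these data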; further: many of its hits are not listed in these tables
Autofluor 339: intrinsic fluorescence of library compounds, ex339/em460 – biochemical, MLSMR library, data from DPM-DC assay, artefact control, profiling panel | compound autofluorescence, ex339/em460 nm, NADH buffer; stronger effect = higher value; 1 = no-compound wells, NADH background | fluorescence fold increase at 10 µM | actives 5.5% (n = 65,000) | AID 709, 2007;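 active means at 10 µM, mean starting fluorescence two-fold or more over control wells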;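 further: signal is the first read of a kinetic run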
MKP-1 inh: MKP-1 phosphatase inhibitors, primary screen, biochemical, in vitro | Dual specificity protein phosphatase 1 (Homo sapiens), P28562 | recombinant MKP-1, OMFP hydrolysis fluorescence | inhibition, %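 (compounds tested at a single concentration somewhere between 10 and 100 µM)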 | actives 0.15% (n = 65,000) | AID 374, 2006;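 active means inhibition above about 50%, limit read from the data; inconclusive means inhibition over screen mean plus 3 SD, below that limit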;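 further: 0% = DMSO max control wells and 100% = wells with enzyme stopped by NaOH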
* hit, by the source's call; ? = inconclusive; · = no result given; & = joins results of further samples; ! = not confirmed by another sample. Some of the compounds tested; rates above refer to the full screens.

SMILES	Her2 expr inh	Hsp90 block	ROCK2 inh	A340 absorber	JNK3 blocker	Cdc25B block	PKA kinase inh	Autofluor 339	MKP-1 inh
CCCS(=O)(=O)N1CCC(C(=O)N2CCC3(CC2)OCCO3)CC1	114	1	10	0.99	8	15	10	0.87	-7
O=C(O)c1nonc1-c1nonc1C(=O)O	113	-1	1	1	5	-9	6	1	-3
CC#CP(=O)(OCC)C(O)(c1ccccc1)C(F)(F)F (stereo not drawn)	89	1	6	0.98	5	-9	5	1.1	-5
CCCCn1c(O)c(C(C)=Nc2cccc(C(=O)O)c2)c(=O)[nH]c1=O	68	-4	3	1	2	7	-6	1	0
O=C(CCCC1=NS(=O)(=O)c2ccccc2N1)N1CCC2(CC1)OCCO2	94	0	2	0.98	4	-11	1	1	-3
Cc1nn(C)c(C)c1P(=S)(c1c(C)nn(C)c1C)N(C)C	67	0	0	1	3	3	5	1.1	-5
CCOC(=O)C1=C(N)OC2=C(C(=O)CC(C)(C)C2)C12C(=O)Nc1ccccc12 (stereo not drawn)	100	-3	7	1	10	1	9	1.1	14
CC(C)Sc1nnc([C@@H](N)Cc2c[nH]c3ccccc23)o1	105	-4	7	1	3	7	8	1.1	0
Cn1cccc1CNCCc1ccccc1F	102	-11	-6	1	3	4	-1	1.1	-8
Cc1cc(N2CCOCC2)nc2ccc(NC(=O)CCC(=O)N3CCC4(CC3)OCCO4)cc12	87	-2	8	1.1	-3	-7	12	4.8*	5
CC(=Nc1ccc2c(c1)CCC2)c1c(O)n(C)c(=O)n(C)c1=O	143	1	-4	1.1	-4	-2	2	1.1	-15
Cn1c(O)c(C=NCCc2c[nH]c3ccccc23)c(=O)n(C)c1=O	124	·	·	1	·	-11	·	0.98	8
CC(=O)[C@H]1CC[C@H]2[C@@H]3CC[C@H]4C[C@H](O)CC[C@]4(C)[C@H]3C(=O)C[C@]12C	112	1&-2	6	0.97	-1	16	-1	1	-7
CCCC(=O)c1c(O)[nH]c(=O)[nH]c1=O	87	-3	4	1	7	3	11	1.1	-16
O=c1c2ccccc2nc(-c2cccs2)n1-c1cnccn1	94	-2	5	1.1	12	-15	5	1.1	1
O=C(COc1ccc2ccccc2c1)N1CCN(C2CCN(Cc3ccccc3)CC2)CC1	114	-2	4	0.98	0	1	5	1	-9
Cc1ccc(CN2CC3CC(C2)c2cccc(=O)n2C3)cc1 (stereo not drawn)	96	-3	-2	1.1	7	-8	4	1.1	-3
CCOC(=O)C1CN(C)CCC1=O (stereo not drawn)	124	-1	-5	1	1	-16	-3	1.1	6
O=C1c2ccccc2C2(c3ccc(Cl)cc3)NCCN12 (stereo not drawn)	90	0	5	1	-6	5	8	1.1	7
Cc1ccc2c(c1)C1CN(C)CCC1N2S(=O)(=O)c1ccccc1 (stereo not drawn)	123	-6	6	1	-2	-20	16	1.1	-14
Cc1cc(OC(=O)CCNC(=O)OC(C)(C)C)c2c3c(c(=O)oc2c1)CCC3	101	-3	6	1	5	-2	9	1.1	-3
COc1ccc(-c2cc(C(F)(F)F)n3nc(C(=O)N4CCC5(CC4)OCCO5)cc3n2)cc1OC	96	-2	-1	1.2	-4	-13	-5	1.6	31
c1cncc(CNC2=NCCCCC2)c1	87	-2	3	0.97	6	-6	2	1	-5
CC(=NCc1ccc2c(c1)OCO2)c1c(O)[nH]c(=O)[nH]c1=O	109	-1	8	1	-7	-1	7	1.1	-28
CN1C(=O)C(Cc2ccsc2)C(=O)N(C)C1=O	93	5	10	1	-3	-8	3	1.1	5

Single values from the entries so far:
MKP-1 inh result of `O=C(COc1ccc2ccccc2c1)N1CCN(C2CCN(Cc3ccccc3)CC2)CC1` = -9
Her2 expr inh result of `CC#CP(=O)(OCC)C(O)(c1ccccc1)C(F)(F)F` (stereo not drawn) = 89
ROCK2 inh result of `CC(C)Sc1nnc([C@@H](N)Cc2c[nH]c3ccccc23)o1` = 7
MKP-1 inh result of `Cn1c(O)c(C=NCCc2c[nH]c3ccccc23)c(=O)n(C)c1=O` = 8
Her2 expr inh result of `CCCCn1c(O)c(C(C)=Nc2cccc(C(=O)O)c2)c(=O)[nH]c1=O` = 68

New compounds follow:
SMILES	Her2 expr inh	Hsp90 block	ROCK2 inh	A340 absorber	JNK3 blocker	Cdc25B block	PKA kinase inh	Autofluor 339	MKP-1 inh
CCCCn1c(N)c(C(=O)NCCN2CCOCC2)c2nc3ccccc3nc21	101	-3	4	1.1	3	-15	11	2.1*	41
Cn1c(C(=O)N2CCC(C(=O)N3CCC4(CC3)OCCO4)CC2)cc2sccc21	136	-8	5	0.99	2	-12	8	1.1	16
NCCc1ccc(O)cc1	103	-3&-1	4	0.98	1	-5	0	1.1	-13
c1ccc2c(c1)OCC(C1=NCCN1)O2 (stereo not drawn)	112	5&5	2	0.99	8	-9	-6	1	3
CN(C)CCN=Cc1c(O)n(-c2cccc3ccccc23)c(=O)[nH]c1=O	100	-11	3	0.98	0	-1	-1	1.1	-4
Cc1ccccc1-n1c(O)c(C=NCCN2CCOCC2)c(=O)[nH]c1=O	48	-2	-2	0.99	3	4	-7	1	-6
Cc1ccc2cc3cc(C(=O)N4CCC5(CC4)OCCO5)oc3nc2c1	84	-2	3	1.2	5	-9	8	3.5*	30
COCCOC(=O)C1=C(C)OC(N)=C(C(=O)OC)C12C(=O)Nc1ccccc12 (stereo not drawn)	112	-12	-2	1	-1	3	-4	1.1	1
Cc1cccc(C)c1NC1=NCCCCS1	120	-4	11	1	6	-9	7	1.1	13
COc1ccc(CC2c3cc(OC)c(OC)cc3CCN2C)cc1OC (stereo not drawn)	84	-2	-6	1.2	6	-10	-2	1.3	2
O=C1c2ccccc2C(=O)N1Cc1nc2ccccc2c(=O)n1-c1cccnc1	133	-1	2	1	-9	-20	-2	1.1	-13
OCCN(CC#CC(O)(c1ccccc1)C1CCCC1)CCO (stereo not drawn)	82	1	2	1	-4	5	1	1.1	-8
Cn1c(O)c(C=NCc2cccs2)c(=O)n(C)c1=O	130	1	4	1	0	-3	1	1.1	-13
O=C(COc1ccc(S(=O)(=O)N2CCCCC2)cc1)N1CCN(Cc2ccccc2)CC1	89	1	5	1.1	-2	-7	5	1	-1
CCN(CC)c1ccc(N=Cc2c(O)n(CCC3=CCCCC3)c(=O)[nH]c2=O)cc1	88	1	1	1	6	-5	0	1.2	18
O=c1[nH]c(=O)n(-c2cccc(Cl)c2)c(O)c1C=NCCCN1CCOCC1	78	-4	2	1	5	3	7	1.1	-24
COc1ccc(OC)c(CC(=O)O)c1	115	1	5	1	2	-14	3	1.1	-39
O=C(c1ccncc1)C12CN3CN(CN(C3)C1)C2	84	-1	1	0.98	-3	-2	0	1	-9
COc1ccc(CCn2c(O)c(C=NCc3cccnc3)c(=O)[nH]c2=O)cc1OC	95	1	-1	0.98	1	-1	3	1	3
CCC(=O)c1c(O)n(C2CCCCCC2)c(=O)[nH]c1=O	83	-1	-1	1	-2	-37	4	1.1	-12
CC1(C)C(c2ccccc2)=NC(c2cccnc2)N1O (stereo not drawn)	101	1	·	0.98	·	-9	·	0.97	4
C/C(CCc1c[nH]c2ccccc12)=N\O	75	0	-1	1	-5	-2	9	1.1	17
COc1ccccc1N1C(=O)NC(=O)C2(Cc3cc(C)ccc3N(C)C2)C1=O (stereo not drawn)	203	-8	-1	1	5	7	-3	1	0
CN(C)CC#CCOCCOCCC#N	60	-1	1	1	-1	1	7	1.1	2
Cc1nc2c(c(C)nn2-c2ccccc2)c(C)c1CCC(=O)N1CCC2(CC1)OCCO2	77	1	0	0.98	-2	-2	0	3.6*	1

Continuation:
SMILES	Her2 expr inh	Hsp90 block	ROCK2 inh	A340 absorber	JNK3 blocker	Cdc25B block	PKA kinase inh	Autofluor 339	MKP-1 inh
CCn1c(C)c(C(=O)O)c2cc(OC)ccc21	98	-3	6	0.97	-1	2	14	1.1	-15
CC(=NCc1cccnc1)c1c(O)n(Cc2ccccc2)c(=O)[nH]c1=O	77	-3	1	1	5	6	-1	1.1	-3
C=C(C)c1cccc(C(C)(C)NC(=O)NC2CN3CCC2CC3)c1 (stereo not drawn)	101	-6	3	1	0	0	7	1.1	4
CCOC(=O)c1c(-c2ccc(OC)cc2)oc2ccc(OC(=O)N(C)C)cc12	63	0	2	1.1	3	-2	1	3.8*	11
Cc1ccc(Cl)cc1N1CCN(CCN)CC1	125	0	3	1	-1	-14	1	0.99	-3
COc1cccc(CN2CCCCC2c2cccnc2)c1 (stereo not drawn)	143	-1	4	1	0	4	7	1.1	4
Cc1ccc(-n2c(O)c(C=NCCN3CCOCC3)c(=O)[nH]c2=O)cc1	96	4	7	1	-5	24	9	1.1	-11
CN(C)CCN=Cc1c(O)n(CCC2=CCCCC2)c(=O)[nH]c1=O	84	-1	4	1	-3	-2	3	1	6
O=c1[nH]c(=O)n(Cc2ccccc2)c(O)c1C=NCCCn1ccnc1	97	1	-3	0.99	8	-27	-11	1.1	-22
CC(C)[C@@]1(NC(=O)[C@@H]2C[C@@H]3c4cccc5[nH]cc(c45)C[C@H]3N(C)C2)O[C@@]2(O)[C@@H]3CCCN3C(=O)[C@H](Cc3ccccc3)N2C1=O	104	87*!	-2	0.97	-7	2	-2	0.98	7
CP(C)(=O)CCC(=O)O	115	-1	7	0.99	2	-7	10	1	8
N[C@@H](Cc1c[nH]c2ccccc12)c1nnc(SCc2ccccc2F)o1	106	-2	3	1	-1	4	1	1.1	26
CC1=C(C(=O)N2CCC3(CC2)OCCO3)C2(CCC(C)CC2)OC1=O (stereo not drawn)	103	-1	8	1.1	-7	-31	12	1	-10
C=CCOc1ccc(CC2C(=O)N(C)C(=O)N(C)C2=O)cc1	139	1	6	1	-7	11	8	1.1	?
Cc1nc2c(-c3ccccc3)c(C)nn2c(C)c1CCC(=O)N1CCC2(CC1)OCCO2	81	-3	2	1.1	-3	-7	6	1.2	7
CCOC(=O)c1ccc(NC(=O)C2C3C=CC(O3)C2C(=O)O)cc1 (stereo not drawn)	87	-2	2	1.1	-4	-6	7	1.1	10
COc1cc(OC)c(OC)cc1CNC(C)C(O)c1ccccc1 (stereo not drawn)	123	1	9	1	-5	1	-4	1.1	-14

Some of the entries so far, with values under each structure.
The line under a structure holds: Her2 expr inh	Hsp90 block	ROCK2 inh	A340 absorber	JNK3 blocker	Cdc25B block	PKA kinase inh	Autofluor 339	MKP-1 inh
Cc1nc2c(-c3ccccc3)c(C)nn2c(C)c1CCC(=O)N1CCC2(CC1)OCCO2
 : 81	-3	2	1.1	-3	-7	6	1.2	7
CCC(=O)c1c(O)n(C2CCCCCC2)c(=O)[nH]c1=O
 : 83	-1	-1	1	-2	-37	4	1.1	-12

Structures listed so far with a CF3 group (two):
SMILES	Her2 expr inh	Hsp90 block	ROCK2 inh	A340 absorber	JNK3 blocker	Cdc25B block	PKA kinase inh	Autofluor 339	MKP-1 inh
CC#CP(=O)(OCC)C(O)(c1ccccc1)C(F)(F)F (stereo not drawn)	89	1	6	0.98	5	-9	5	1.1	-5
COc1ccc(-c2cc(C(F)(F)F)n3nc(C(=O)N4CCC5(CC4)OCCO5)cc3n2)cc1OC	96	-2	-1	1.2	-4	-13	-5	1.6	31

Bioassay records: PubChem BioAssay, several laboratories
